Pf apPOL inh – Pf-apPOL DNA polymerase inhibition. inhibition, % at 10 µM. 0.25% of 210,000 active. Recombinant Pf-apPOL, molecular beacon fluorescence, 1.5 h
mHTT-CaM PPI inh – mHTT-calmodulin interaction abrogation; 3.6% of 190,000 active; P42858; inhibition, % at 15 µM; AID 1671202; AlphaScreen His-mHTT/GST-CaM binding, luminescence;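 note: 0% = both proteins with DMSO and 100% = one protein alone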
Active calls of the source: *; i = inactive; . = not tested or not shown; & = joins results of further samples. Cut-off read from the data, not from the text of the source: active = inhibition above about 50%; inactive = the rest. The list is partial. The share of hits here may be higher or lower than overall.

SMILES | Pf apPOL inh | mHTT-CaM PPI inh
CCC(C)NC(=O)CC1CCN(C(=O)c2ccccc2Cl)CC1 (centres undefined) | -5.7 | 4.7
CCCNc1cc(=O)n(C)c(=O)n1C | 0.6 | -0.8
NC(=O)c1ccccc1NS(=O)(=O)CCOc1ccc(F)cc1 | -8.9 | -18.6
O=[N+]([O-])c1ccc2nc(-c3cccc(O)c3)[nH]c2c1 | 0.5 | 31.0
CSc1ccc(/C=N/N2CCN(C3c4ccccc4-c4ccccc43)CC2)cc1 | . | i
Cc1ccc(-n2[nH]c(C)c(C=Nc3ccc(S(=O)(=O)N4CCCCC4)cc3)c2=O)cc1 | -8.0 | 10.0
C=CCn1c(=O)c2c(ncn2CCC)n(-c2ccc(Cl)cc2)c1=O | -6.7 | -4.4
COc1ccc(-c2c(C(F)(F)F)oc3cc(O)ccc3c2=O)cc1OC | -6.7&12.4 | 4.6&6.0
N#CC1=C(N)C2=CCCCC2C(c2cccnc2)C1(C#N)C#N (centres undefined) | 6.9 | -2.0
COc1ccc(N2C(=O)/C(=C/c3ccc([N+](=O)[O-])cc3)N=C2c2cccc(C)c2)cc1 | -0.2 | 24.0
O=C(Nc1cccc(C(=O)O)c1)/C(=C/c1ccc2c(c1)OCO2)NC(=O)c1ccco1 | -8.1 | -3.2
COc1ccccc1C1C(C(=O)Nc2nc3ccccc3s2)=C(C)NC2=C1C(=O)CCC2 (centres undefined) | -7.4 | -6.0
N#CC1=C(N)C(C#N)(C#N)C(c2ccc(I)cc2)C=C1C1CC1 (centres undefined) | 0.7 | 58.0*
CCc1ccccc1NC(=O)CN1C(=O)C2(OCCCO2)c2ccccc21 | -2.0 | 4.0
Cc1nc2cc(NC(=O)Cn3cnc(-c4cccs4)cc3=O)ccc2s1 | 7.7 | 20.1
Cc1ccc(C(=O)N2CCC(c3noc(N)c3C(C)C)CC2)cc1F | -2.1 | -0.6
COc1ccc(-c2cc(C(F)(F)F)nc(N3CCCC3)n2)cc1 | -4.2 | -90.0
CC(C)c1noc(-c2cccnc2N2CCCN(C(=O)c3cc(F)cc(F)c3)CC2)n1 | -3.4 | -11.4
COc1ccc(CC(=O)NC(c2ccccc2)c2ccccc2)cc1 | -1.7 | 5.9
CN(C(=O)c1cnc2n(c1=O)CCS2)c1ccccc1 | -1.7 | 3.0
CN(C)S(=O)(=O)c1ccc(C(=O)NCC2(c3cccs3)CCCC2)cc1 | 0.4 | -18.1
CCOc1ccc(C=C2Oc3c(ccc(O)c3CN3CCOCC3)C2=O)cc1 | -7.5 | -8.0
CS(=O)(=O)Nc1ccc(C2(C(=O)NCc3ccc(F)cc3Cl)CCCCC2)cc1 | -4.0 | -2.9
COc1ccccc1C(=O)c1nc2ccccc2n1C | -1.1&-7.9 | -6.0&-4.2
CCN(CCCNC(=O)c1cn(CC(C)C)c(=O)c2c1c1ccccc1n2C)c1ccccc1 | -6.1 | 0.0
Cc1ccc(CN2CCc3c(cc(C(=O)Nc4ccc(N5CCOCC5)cc4)n3C)C2)cc1 | 0.8 | 33.2
CS(=O)(=O)N1CCCC(C(=O)Nc2nnc(-c3ccno3)o2)C1 (centres undefined) | 1.9 | 50.2*
Cc1ccc(S(=O)(=O)N(CC(O)CN2CCCC2)c2cccc([N+](=O)[O-])c2)cc1 (centres undefined) | -5.4 | 14.7
CCOC(=O)c1c(C)oc2c1c(C=NC1CCCC1)c(O)c1ccccc12 | 1.2 | 1.8
Cc1ccc(CSCC(=O)NC2CCCCCC2)cc1 | -1.8 | -14.7
Cc1cccc(C(=O)N2CCc3c(c(-c4nc(-c5ccccc5F)no4)nn3C)C2)c1 | -3.2 | 11.4
N#CCc1ccc(Oc2c(Cl)cncc2Cl)cc1 | -3.2 | .
COc1cccc(Oc2nc3c(c(=O)n(C)c(=O)n3C)n2Cc2ccccc2Cl)c1 | -8.7 | 3.0
CC(=O)N1c2ccccc2NC2=C(C(=O)CC(C)(C)C2)C1c1ccc(Br)s1 (centres undefined) | -0.5 | 20.0
Cc1ccc(N2C(=O)c3ccc(C(=O)NC(C)C)cc3C2=O)cc1C | -2.5 | 5.0
CCCCNC(=O)C(=O)c1c(O)[nH]c2ccccc12 | -1.6 | 9.0
Cc1cc(=O)n2ncnc2n1CC(=O)NN=Cc1ccc(Cl)cc1 | -3.5 | .
Nc1nc(OCc2ccccc2)c2[nH]cnc2n1 | 2.0 | .
O=C(Cc1ccccc1Cl)NC1(c2nc(-c3ccncc3)no2)CCCCC1 | 4.4 | 12.8
COc1nccnc1NC1CCN(S(=O)(=O)c2cccs2)CC1 | -3.9 | 6.5
COc1cc(C=O)c(Br)c(OC)c1OC | 3.1 | -3.6
CSc1nc(N=CN(C)C)n2nc(-c3ccccc3)cc2n1 | 0.3 | .
O=C(Cn1c(Cc2ccccc2Cl)nc2ccccc21)NC1CC1 | -3.0 | -3.0
CC(N=Cc1cc(Cl)cc(Cl)c1O)c1ccccc1 (centres undefined) | 4.1 | 25.0
COc1ccc(C(=O)N2CCC3(CC2)NC(=O)N(Cc2ccccc2)C3=O)cc1 | -5.3 | 7.0
O=C1CSC(c2ccc([N+](=O)[O-])cc2)N1CCc1ccccc1 (centres undefined) | -8.9 | 13.0
CC1c2cccn2CCN1C(=O)Nc1ccccc1Br (centres undefined) | -8.5 | 11.8
CC(C)CC(NC(=O)CC12CC3CC(CC(C3)C1)C2)C(=O)Nc1nccs1 (centres undefined) | -0.2 | -2.5
COc1ccc(Br)cc1/C=c1\sc2nc(-c3cccs3)nn2c1=O | 4.1 | 0.0
O=C(Cc1ccc(Br)cc1)Nc1ccccc1F | -1.1 | -6.6
Cc1ccccc1-n1nc(C(=O)NC2CC2)nc1C | -0.5 | -4.9
Cc1ccc(C(=O)NCC2CCCCC2)c(C2CCN(C(=O)C(C)C)CC2)n1 | -5.4 | 10.0
O=C(NCCc1ccccc1)C1CCN(Cc2c(F)cccc2Cl)CC1 | -9.2 | 1.7
COc1ccc(S(=O)(=O)NCc2cc(C)oc2C)cc1F | -8.1 | -15.3
Fc1cccc(-c2noc(-c3ccc(N4CCOCC4)nc3)n2)c1 | -1.6 | -10.0
COc1cccc(C2=NN(C(=O)c3ccccc3Br)C(O)(C(F)(F)F)C2)c1 (centres undefined) | -4.3 | -1.0
CC(C)(C)n1nc2c(c1NC(=O)CCC1CCCC1)CS(=O)C2 (centres undefined) | -2.8 | 0.0
O=C(CCCOc1ccc(Cl)cc1Cl)Nc1ncccn1 | -2.9 | 3.4
COc1cc(Cl)c(S(=O)(=O)NCc2ccccn2)cc1Cl | -8.0 | -1.6
CC(C)(C)N=C1Nc2ccccc2NC12CCCN(C(=O)COc1ccc(F)c(F)c1)C2 (centres undefined) | 7.6 | 100.0*
(further entries)
SMILES | Pf apPOL inh | mHTT-CaM PPI inh
CCCCN(C)C(=O)C1CCN(c2cn[nH]c(=O)c2)CC1 | -3.8 | -9.4
O=C(NCc1cccnc1)Nc1csc([N+](=O)[O-])c1 | -5.7 | .
COc1ccc(Br)cc1/C=C1\SC(=N)N(c2ccc3c(c2)OCO3)C1=O | -2.3 | 5.0
COc1cc2c(cc1OC)C1C(C(=O)NCc3ccccn3)c3ccccc3C(=O)N1CC2 (centres undefined) | -5.6 | -7.0
COCCn1cc2c3c(cccc31)CN(C(=O)Nc1cccc(Cl)c1C)CC2 | -4.8 | 19.4
COc1ccc2c(c1)-c1nc(N=Cc3cccc(OC)c3O)sc1CC2 | 3.4 | 16.0
CC(C)c1ccc(C=C2Oc3c(ccc(O)c3CN3CCN(C)CC3)C2=O)cc1 | -20.0 | 33.1
CCOc1ccc(-c2nc(C(=O)NC3CC3)cs2)c(F)c1 | -3.3 | 5.4
C=C(C)COc1ccc2c(=O)c(Oc3ccccc3Br)coc2c1 | -176.6 | -17.3
CN1CCCc2cc(C(=O)NCc3ccncc3)sc21 | -0.5 | -0.3
O=C1OC(c2ccc(Br)o2)=N/C1=C/c1cccc([N+](=O)[O-])c1 | 2.6 | -3.0
Cc1ccc(CCC(=O)Nc2ccc(SC(F)F)cc2)o1 | -8.1&-10.9 | -6.5&-6.7
N=C1C(c2nc3ccccc3s2)=C(O)CN1Cc1cccnc1 | -1.5 | 16.0
Cc1ccn2cc(C(=O)NCc3cccs3)nc2c1 | 0.4 | -3.6
O=S(=O)(NCCC12CC3CC(CC(C3)C1)C2)c1ccc(S(=O)(=O)N2CCOCC2)cc1 | . | -5.6
COC(=O)c1conc1C(C)(C)C | -2.9 | .
O=C(Cn1cccc1-c1nnc(C2CCC2)o1)N1CCc2ccccc2C1 | -0.4 | 15.9
CCCOc1ccccc1C1NC(=O)NC(CC)=C1[N+](=O)[O-] (centres undefined) | -4.3 | 3.0
CCOc1cc(C(=O)Nc2nc3ccc([N+](=O)[O-])cc3s2)cc(OCC)c1OCC | -6.6 | 2.3
COc1ccc(N2CCN(S(=O)(=O)c3cc4c(s3)CCN(C(C)=O)C4)CC2)cc1 | -9.1 | 13.2
O=C(Nc1ccc(Cl)cc1F)c1cnccn1 | -4.9 | 1.7
COc1cccc(NS(=O)(=O)c2ccc3[nH]c(=O)c(=O)[nH]c3c2)c1 | -6.7 | 5.5
Cc1cc(NS(=O)(=O)c2cccc([N+](=O)[O-])c2)c(Br)c(C)c1O | -2.1 | -1.1
COc1ccc(NC(=O)c2cnn3c(-c4ccncc4)ccnc23)c(OC)c1 | -1.2 | 8.7
COc1ccc(S(=O)(=O)Nc2sc3c(c2C(N)=O)CCCC3)cc1 | -5.3 | 5.7
O=C(c1cccc(Cl)c1)N1CCc2nc(-c3ccc(Cl)cc3)ncc2C1 | -1.8 | -8.0
COc1ccc(C2CCCN2C(=O)c2ccc(C)cc2)cc1 (centres undefined) | 0.0 | 0.8
O=C(O)c1cnc[nH]1 | -1.5 | 11.0
N#CC1(c2ccc(Cl)cc2)CCCCC1 | -2.0 | .
COc1ccccc1C(=O)Nc1cccc(-c2nc3ncccc3o2)c1C | 0.2 | -3.0
Cc1nc([N+](=O)[O-])cn1-c1nc(-c2ccco2)cc(C(F)(F)F)n1 | -7.8 | -8.0
CC(C)Cc1cc(-c2cccc(Br)c2)c(C#N)c(N)n1 | -96.9&-2.6 | 3.0&-12.9
CCOC(=O)[C@@H]1CSCCS(=O)(=O)N1C(=O)[C@H](CC(C)C)NC(=O)OC(C)(C)C | -0.3 | 4.2
N#Cc1ccc(C(=O)N2CCC(c3cc(N)on3)CC2)cc1 | -6.4 | -0.3
O=C(C1CCN(Cc2ccc(OCc3ccccc3)cc2)CC1)N1CCN(c2ccccc2)CC1 | -6.8 | 63.3*
CCC1Oc2ccc(C)cc2N(CC(=O)NCc2cccnc2)C1=O (centres undefined) | -7.4 | -5.0
CC(C)c1noc(-c2cccnc2N2CCCN(C(=O)CCc3ccccc3)CC2)n1 | 1.9 | 10.0
O=C(Nc1ccccc1)c1cc2cc(Cl)cc(Cl)c2oc1=O | -18.1 | -2.0
Cc1c(NC(=O)c2cccc([N+](=O)[O-])c2)c(=O)n(-c2ccccc2)n1C | 1.7 | -4.0
COc1ccc(-c2noc(C3CCN(CC(=O)Nc4ccc5c(c4)CCC5)CC3)n2)cc1 | -2.0 | -3.8
CC1=C(C(=O)OCCc2ccccc2)C(c2coc3ccccc3c2=O)C2=C(CCCC2=O)N1 (centres undefined) | -0.4 | 14.9
Cc1cccc(Cn2nc(-c3nc(-c4ccc(F)cc4)no3)ccc2=O)c1 | 1.7 | -6.0
Brc1ccc(CN2CCC(N3CCCCCC3)CC2)cc1 | 0.1 | 5.1
N#Cc1ccc(-c2ccccn2)nc1SC/C=C/c1ccccc1 | 7.3 | -6.0
CC(C)CC(C(=O)O)N1C(=O)c2ccc(F)cc2C1=O (centres undefined) | -8.0 | -3.0
O=C(Nc1nnc(Sc2ccnc3cc(Cl)ccc23)s1)c1cccs1 | -8.4 | .
CCN(CC(O)COCC12CC3CC(CC(C3)C1)C2)C1CCCCC1 (centres undefined) | 0.2 | -1.6
N#CC1=C(N)OC2=C(C(=O)c3ccccc3C2=O)C1c1cccs1 (centres undefined) | -0.5 | 6.0
CC1=NN(c2ccccc2)C(=O)/C1=C/c1cccc(C(=O)O)c1 | 0.1 | 5.0
COc1cccc(/C=C2N=C(/C=C/c3ccccc3)OC/2=O)c1 | -1.7 | 6.0
CCCn1ncc(N2CCC(C(=O)Nc3ccc(OC)cc3OC)CC2)cc1=O | -2.2 | 19.8

Reprinted at random: 4 compounds from above.
SMILES | Pf apPOL inh | mHTT-CaM PPI inh
O=C(Nc1nnc(Sc2ccnc3cc(Cl)ccc23)s1)c1cccs1 | -8.4 | .
COc1cccc(/C=C2N=C(/C=C/c3ccccc3)OC/2=O)c1 | -1.7 | 6.0
N#CC1=C(N)OC2=C(C(=O)c3ccccc3C2=O)C1c1cccs1 (centres undefined) | -0.5 | 6.0
CCN(CC(O)COCC12CC3CC(CC(C3)C1)C2)C1CCCCC1 (centres undefined) | 0.2 | -1.6

3 structures already listed, arranged by molecular weight, ascending.
SMILES | Pf apPOL inh | mHTT-CaM PPI inh
CCc1ccccc1NC(=O)CN1C(=O)C2(OCCCO2)c2ccccc21 | -2.0 | 4.0
COc1cc2c(cc1OC)C1C(C(=O)NCc3ccccn3)c3ccccc3C(=O)N1CC2 (centres undefined) | -5.6 | -7.0
CCN(CCCNC(=O)c1cn(CC(C)C)c(=O)c2c1c1ccccc1n2C)c1ccccc1 | -6.1 | 0.0

Profiles, quoted from the list:
`CC1=C(C(=O)OCCc2ccccc2)C(c2coc3ccccc3c2=O)C2=C(CCCC2=O)N1` (centres undefined) across the screens: Pf apPOL inh = -0.4; mHTT-CaM PPI inh = 14.9
`CC1=NN(c2ccccc2)C(=O)/C1=C/c1cccc(C(=O)O)c1` across the screens: Pf apPOL inh = 0.1; mHTT-CaM PPI inh = 5.0
`COc1cccc(/C=C2N=C(/C=C/c3ccccc3)OC/2=O)c1` across the screens: Pf apPOL inh = -1.7; mHTT-CaM PPI inh = 6.0

Quoted from the listing.
mHTT-CaM PPI inh, Brc1ccc(CN2CCC(N3CCCCCC3)CC2)cc1 → 5.1
Pf apPOL inh, Cc1cccc(Cn2nc(-c3nc(-c4ccc(F)cc4)no3)ccc2=O)c1 → 1.7
Pf apPOL inh, CC1=NN(c2ccccc2)C(=O)/C1=C/c1cccc(C(=O)O)c1 → 0.1
Pf apPOL inh, COc1cccc(/C=C2N=C(/C=C/c3ccccc3)OC/2=O)c1 → -1.7

Screening results as filed in PubChem.
